p53 reactivation: qHTS assay for re-activators of p53 using a Luc reporter; H1299 p53-A138V BP100-luciferase reporter, luminescence, 24 h; Potency, µM (highest dose often 92.2 µM), without a hit: top-dose activity change, positive = activation, usual class: activators; actives 0.063% (n = 320,000); AID 504706, 2011; also: % of control where 0% means no effect; nearly all actives have a fitted effect of over 45% in size
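p53-null H1299 cells stably carrying temperature-sensitive p53-A138V and a BP100-luciferase reporter were pinned with compounds (4-point, 1:5 series) and held 24 hrs at 37 deg C. Luminescence was read 10 min after detection reagent.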
MBNL1 CUG block: qHTS Assay for Inhibitors of MBNL1-poly(CUG) RNA binding; Muscleblind-like protein 1 (Homo sapiens), Q9NR56; TR-FRET MBNL1-His/biotin-(CUG)12 binding, 665/545 ratio; Potency, µM (highest dose often 57.5 µM), without a hit: at the highest dose activity change, negative = inhibition, most hits filed as inhibitors; actives 0.036% (n = 280,000); AID 2675, 2010; active = well fitted inhibition curve with a large enough effect in the signal ratio, with a control signal flat, not every such curve was filed as active; inconclusive = small, poorly fitted or top-dose-only effect, or effect the other way, or a change in a side signal; inactive = no such curve, though single readings can be large or run the other way; the % refers to the signal ratio; also: % is scaled to controls: 0 for no effect and ±100 for the full control effect
Target sequence (Q9NR56 whole entry, looked up): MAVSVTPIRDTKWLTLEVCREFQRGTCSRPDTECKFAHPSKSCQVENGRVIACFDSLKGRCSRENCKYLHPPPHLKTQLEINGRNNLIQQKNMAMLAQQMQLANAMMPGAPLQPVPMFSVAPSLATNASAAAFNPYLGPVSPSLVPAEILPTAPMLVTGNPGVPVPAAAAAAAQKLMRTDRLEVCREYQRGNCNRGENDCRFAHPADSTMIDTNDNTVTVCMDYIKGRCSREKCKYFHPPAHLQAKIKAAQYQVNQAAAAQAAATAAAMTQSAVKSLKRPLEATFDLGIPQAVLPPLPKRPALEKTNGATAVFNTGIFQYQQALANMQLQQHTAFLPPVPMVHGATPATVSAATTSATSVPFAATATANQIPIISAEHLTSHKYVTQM
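MBNL1-His + Biotin-(CUG)12, cpd titration 92 nM–58 uM; Tb anti-His Ab 0.055 ng/ul, SA-XL665 5 nM (final); 60 min RT; ratiometric 665/545 nm, Ex 340 nm; normalized to buffer and full-complex controls.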
uPA generation: qHTS for Inhibitors of Cell Surface uPA Generation | actives 0.31% (n = 330,000) | Potency, µM (highest dose often 38.3 µM), without a hit: at the highest dose activity change, negative = inhibition, usual class: inhibitors | AID 540303, 2011 | cell surface uPA generation assay, qHTS; active = well fitted inhibition curve with a large enough effect; inconclusive = small, poorly fitted or top-dose-only effect; inactive = no such curve, though single readings can be large or run the other way; tested in mouse RAW 264.7 cells; also: % is scaled to controls: 0 for no effect and ±100 for the full control effect; nearly all actives have a fitted effect of over 55% in size
NPC1 prom act: qHTS Assay for NPC1 Promoter Activators; actives 2.4% (n = 320,000); AID 485313, 2010; Potency, µM (series often up to 9.22 µM), for inactives: at the top dose activation, hits mostly activators; Huh7 NPC1 promoter luciferase reporter, 24 h;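 also: % of control where 0% means no effect; nearly all actives have a fitted effect of over 60% in size; reporter is driven by a mutant NPC1 promoter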
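Cells: Huh7 expressing luciferase under the NPC1 promoter, 1500/well. Seeded 2 h, compound added, incubated 24 h at 37 °C. Luciferase reagent, 10 min ambient, then luminescence.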
FLuc counter: qHTS profiling assay for firefly luciferase inhibitor/activator using purifed enzyme and Km concentrations of substrates (counterscreen for miR-21 project); purified FLuc, Km substrates, luminescence inhibition; Potency, µM (series often up to 57.5 µM), without a hit: at the highest dose activity change, negative = inhibition, hits mostly inhibitors; actives 6.9% (n = 360,000); Luciferin 4-monooxygenase (Photinus pyralis), P08659; AID 588342, 2011;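 also: plate controls were vehicle for no effect and reference inhibitor for full effect; nearly all actives have a fitted effect of over 55% in size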
Target sequence (P08659 whole entry, looked up): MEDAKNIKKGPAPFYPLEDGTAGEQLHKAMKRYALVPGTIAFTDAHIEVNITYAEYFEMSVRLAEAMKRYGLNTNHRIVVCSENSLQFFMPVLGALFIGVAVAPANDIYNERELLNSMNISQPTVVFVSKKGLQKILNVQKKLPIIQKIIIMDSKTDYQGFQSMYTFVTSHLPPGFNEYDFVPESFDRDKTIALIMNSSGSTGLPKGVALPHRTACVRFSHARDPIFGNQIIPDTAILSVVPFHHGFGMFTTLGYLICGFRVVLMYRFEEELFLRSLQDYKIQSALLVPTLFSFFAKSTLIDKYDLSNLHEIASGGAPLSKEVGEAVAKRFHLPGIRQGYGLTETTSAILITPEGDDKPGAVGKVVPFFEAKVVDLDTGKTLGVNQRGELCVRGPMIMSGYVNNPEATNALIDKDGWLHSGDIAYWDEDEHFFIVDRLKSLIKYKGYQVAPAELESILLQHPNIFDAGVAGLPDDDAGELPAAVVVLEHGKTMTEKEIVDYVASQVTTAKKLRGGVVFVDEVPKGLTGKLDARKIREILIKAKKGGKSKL
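Purified P. pyralis luciferase, 10 nM final, with Km-level 10 uM D-luciferin and 10 uM ATP in 50 mM Tris acetate pH 7.5, 10 mM Mg acetate, 0.01% Tween-20, 0.05% BSA; 6-point qHTS titration about 60 µM downward; luminescence read.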
VP16 counter: VP16 counterscreen qHTS for inhibitors of ROR gamma transcriptional activity. actives 3.5% (n = 310,000). Potency, µM (series often up to 53.6 µM), inactives show at the top dose activity, negative = inhibition, hits mostly inhibitors. Drosophila S2 Gal4-VP16 UAS-luciferase, luminescence, 20 h;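 also: Gal4-VP16 expression switched on by copper sulfate through the metallothionein promoter; % is scaled to controls: 0 for no effect and ±100 for the full control effect; nearly all actives have a fitted effect of over 50% in size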
RORg inh: qHTS for inhibitors of ROR gamma transcriptional activity; Nuclear receptor ROR-gamma (Mus musculus), P51450; Drosophila S2 Gal4-RORgamma UAS-luciferase reporter, 20 h; Potency, µM (highest dose often 53.6 µM), for the others: top-dose activity change, negative = inhibition, most hits filed as inhibitors; actives 5.4% (n = 310,000); also: % is scaled to controls: 0 for no effect and ±100 for the full control effect; nearly all actives have a fitted effect of over 60% in size
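Using a luciferase readout, inhibitors were identified by reduced reporter activity in Drosophila cells coexpressing a copper-inducible Gal4–ROR gamma fusion and UAS-driven Photinus luciferase, incubated 20 hr after 700 uM copper sulfate.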
Rab9 promoter act: qHTS Assay for Rab9 Promoter Activators; Huh7 Rab9 promoter-luciferase reporter, luminescence, 24 h; Potency, µM (highest dose often 9.22 µM), without a hit: at the top dose activation, negative = inhibition, most hits filed as activators; actives 2.8% (n = 320,000); AID 485297, 2010; also: % of control where 0% means no effect; nearly all actives have a fitted effect of over 60% in size
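Measured in stably transfected Huh7 cells bearing a Rab9 promoter–luciferase construct: 24 h compound treatment at 37 °C, followed by luminescence detection.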
BRCA1 expr act: qHTS Assay to Identify Small Molecule Activators of BRCA1 Expression; actives 1.1% (n = 380,000); Potency, µM (titrated, usually from 46.1 µM), for inactives: at the top dose activation, hits mostly activators; MCF7-BRCA1-FFLuc reporter, luminescence, 48 h; response scale: scaled: vehicle 0%, 10 µM genistein 100%; AID 624202, 2012; also: nearly all actives have a fitted effect of over 80% in size; some results filed as inactive show a strong effect at the top dose
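Reporter cells (MCF7, BRCA1 promoter-firefly luciferase) received library compounds across a concentration series for 48 h. End-point luminescence was measured and concentration-effect curves derived after normalization.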
ELG1 genotoxic: qHTS screen for small molecules that induce genotoxicity in human embryonic kidney (HEK293T) cells expressing luciferase-tagged ELG1; HEK293T ELG1-luciferase reporter, luminescence, 16 h; AID 504466, 2011; Potency, µM (titrated, usually from 46 µM), without a hit: top-dose activity change, positive = activation, most hits filed as activators; actives 1.3% (n = 330,000); also: % of control where 0% means no effect; nearly all actives have a fitted effect of over 60% in size
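Step 1: seed 2,000 HEK293T ELG1-luciferase cells per well. Step 2: add compound or DMSO, incubate 16 hr at 37 °C. Step 3: ONE-Glo, 30 min at room temperature, read luminescence.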
MLL CXXC-DNA inh: qHTS Fluorescence Polarization Assay for Inhibitors of MLL CXXC domain - DNA interaction; actives 0.037% (n = 290,000); AID 2662, 2010; Potency, µM (titrated, usually from 115 µM), for inactives: at the highest dose activity change, negative = inhibition, usual class: inhibitors; Histone-lysine N-methyltransferase 2A (Homo sapiens), Q03164; MLL-CXXC / FITC-HOXA9 DNA fluorescence polarization; active = well fitted inhibition curve with a large enough effect in the polarisation, with a control signal flat, not every such curve was filed as active; inconclusive = small, poorly fitted or top-dose-only effect, or effect the other way, or a change in a side signal; inactive = no such curve, though single readings can be large or run the other way; the % refers to the polarisation
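Purified MLL-CXXC (added from a 7 uM solution) was preincubated 5 min at ambient with pinned compounds in 50 mM Tris-HCl pH 7.5, 50 mM NaCl, 1 mM DTT, 0.05% BSA. Fluorescein-labeled HOX-A9 DNA (50 nM solution) followed, 30 min, then polarization read.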
* = called active by the depositor; ? = inconclusive; · = no result given; & = joins results of further samples; [ ] = remark or other dose. Unless noted, calls follow the shape of the dose curve; as a rule, active = well fitted curve in the direction sought with a large enough effect; inconclusive = small, poorly fitted or top-dose-only effect, or another doubt; inactive = no such curve, though single readings can be large; an effect the other way counts as inactive or inconclusive. Potency is read from the fitted curve at half-maximal effect. This is a subset. The share of hits here may be higher or lower than overall.

SMILES	p53 reactivation	MBNL1 CUG block	uPA generation	NPC1 prom act	FLuc counter	VP16 counter	RORg inh	Rab9 promoter act	BRCA1 expr act	ELG1 genotoxic	MLL CXXC-DNA inh
COC(=O)C1=C(O)/C(=C\c2ccc(CNC(=O)C(=O)Nc3ccc(C)c(C)c3)o2)N=C1C	-1%	-3%	2%	-1%	?	2%	6%	-5%	-5%	8%	-10%
Cc1cc(Nc2ccccc2Cl)nc(-c2ccccc2O)n1	-1%	-6%	-5%	-1%	-11%	-2%	?	0%[1.84 µM]	-27%	-6%	?
COc1ccccc1CNC(=O)C1Cc2ccccc2C(=O)O1 (stereo not drawn)	-1%	4%	-5%	-2%	-9%	4%	11%	-7%	41%	5%	-16%
O=C1CN(C(=O)CSc2nc3ccccc3n2CCc2ccccc2)c2ccccc2N1	-18%	·	-5%	-1%	-1%	3%	5%	-3%	-41%	-7%	-4%
Cc1cc(C)c(S(=O)(=O)N(C)CC(=O)NCC2CCCO2)c(C)c1 (stereo not drawn)	-5%	4%	2%	-1%	0%	10%	-21%	5%	16%	1%	-1%
Cc1ccc(-n2nnnc2SCC(=O)N(CC(C)C)c2c(N)n(CC(C)C)c(=O)[nH]c2=O)cc1	0%	-8%	3%	1%	1%	2%	5%	-3%	-13%	0%	-7%
COc1ccccc1CCNC(=O)CNC(=O)Cc1cccc2ccccc12	6%	-1%	0%	-1%	0%	-5%	17%	-3%	0%&-30%	-5%	8%
CCCC1(C(=O)OCC)NC(c2ccc(OC)cc2OC)C2C(=O)N(c3ccccc3)C(=O)C21 (stereo not drawn)	8%	-6%	6%	-3%	1%	-14%	47%	0%	6%	-4%	0%
Cc1ccc(OCC(=O)NC(C)c2ccccc2)cc1C (stereo not drawn)	·	-1%	13%	-1%	1%	10%	27%	-10%	0%	-3%	-6%
Brc1cc(Br)c2nc(-c3ccc(N4CCOCC4)cc3)ccc2c1	9%	173%[activator]	-2%	18%	?	-6%	?	?	67%	9%	3%
COc1ccccc1C(=O)NC(=O)COC(=O)C1CC2CCCC(C1)C2=O (stereo not drawn)	-3%	0%	9%	-4%	2%	-7%	-4%	-6%	-3%	0%	22%
CC1CCCC(NC(=O)CCn2c(=S)oc3ccccc32)C1C (stereo not drawn)	0%	4%	-1%	-2%	0%	6%	6%	-4%	-9%	1%	1%

For convenience, part of the list above:
SMILES	p53 reactivation	MBNL1 CUG block	uPA generation	NPC1 prom act	FLuc counter	VP16 counter	RORg inh	Rab9 promoter act	BRCA1 expr act	ELG1 genotoxic	MLL CXXC-DNA inh
COc1ccccc1C(=O)NC(=O)COC(=O)C1CC2CCCC(C1)C2=O (stereo not drawn)	-3%	0%	9%	-4%	2%	-7%	-4%	-6%	-3%	0%	22%
CC1CCCC(NC(=O)CCn2c(=S)oc3ccccc32)C1C (stereo not drawn)	0%	4%	-1%	-2%	0%	6%	6%	-4%	-9%	1%	1%

Later entries.
SMILES	p53 reactivation	MBNL1 CUG block	uPA generation	NPC1 prom act	FLuc counter	VP16 counter	RORg inh	Rab9 promoter act	BRCA1 expr act	ELG1 genotoxic	MLL CXXC-DNA inh
O=C(Nc1ccccc1)c1[nH]ncc1[N+](=O)[O-]	11%	?	3%	1%	0%	17%	0%	3%	46%	0%	5%
COc1ccc(Cc2nc3ccc(S(=O)(=O)N4CCOCC4)cc3[nH]2)cc1OC	3%	-5%	·	2%	3%	-9%	34%	-8%	-38%	1%	2%
Clc1ccc(C2=Nc3cc(Cl)ccc3OC2)cc1	?	8%	-11%	?	7.6µM*	-2%	0%	?	37%	?	?
CN=c1scc(-c2ccco2)n1/N=C/c1ccc(O)c(O)c1	?	?	-16%	-15%	0.67µM*	0.71µM*	0.089µM*	-25%	0%	?	-1%
CC(C)=CCC/C(C)=C/C=N/NC(=O)c1cccc([N+](=O)[O-])c1	1%	12%	1%	3%	6%	1.4µM*	1.6µM*	-1%	2%	-1%	2%
Cc1nnc(SCC(=O)Nc2sccc2C(N)=O)s1	7%	·	1%	-1%	-5%	·	·	1%	-1%	-3%	·
COCC1COS(=O)(=O)NC1(C)C (stereo not drawn)	·	20%	6%	3%	-1%	-4%	2%	0%	-1%	5%	-3%
O=C(CCN1CCN(C(c2ccccc2)c2ccccc2)CC1)N/N=C/c1ccc(O)cc1	-7%	6%	-3%	-3%	-1%	19%	-7%	-5%	-21%	-9%	1%
COc1ccc(C(OCC(O)CNCCc2ccc(S(N)(=O)=O)cc2)c2ccc(OC)cc2)cc1 (stereo not drawn)	2%	-8%	2%	-5%	0%	0%	-15%	-1%	-31%	-8%	-22%
CCOc1cc(NC(=S)NCCCOC)c(OCC)cc1NC(=O)c1cccs1	0%	2%	0%	0%	0%	?	14µM*	3%	-2%	-2%	-11%
CCOc1ccc(NCc2cccn2-c2nnc(N3CCC(C(=O)NCCCN4CCCCC4)CC3)s2)cc1	11%	-4%	-21%	9%	-3%	?	-22%	-2%	-20%	0%	10%
CSc1ccccc1NC(=O)c1cnc2sc(C)cn2c1=O	?	·	-2%	?	5.4µM*	·	·	?	?	3.3µM*	·
C/C(=N\NC(=O)c1ccc2c(c1)OCO2)c1ccc2c(c1)OCO2	?	·	-6%	?	13µM*	-20%	5%	3.5µM*	7.9µM*	10%	-4%
Cc1c(C)n2c(SCC(=O)N3CC(C)OC(C)C3)nnc2[nH]c1=O (stereo not drawn)	2%	·	1%	-2%	0%	·	·	-1%	17%	-3%	·
COc1ccc(CCNc2oc(COc3ccccc3F)nc2C#N)cc1	12%	2%	2%	0%	-15%	16%	?	-5%	17%	5%	11%
COc1ccccc1CNC(=O)COc1ccc(Br)c(C)c1	·	0%	8%	3%	-6%	-1%	10%	-3%	12%	8%	6%
CCc1ccc(C(C)NC(=O)c2ncn[nH]2)cc1 (stereo not drawn)	3%	-1%	2%	0%	0%	-6%	6%	4%	-5%	0%	2%
N#Cc1cc(C(=O)c2ccccc2O)cn(-c2nccs2)c1=O	?	36%[activator]	-2%	-1%	-10%	-7%	6%	0%	-53%	1%	?
CCOc1ccccc1C(=O)Nc1nncs1	0%	-5%	-4%	1%	4%	-2%	-3%	-5%	0%	9%	2%
NC(=O)[C@@H]1CCCNc2c(F)cc([N+](=O)[O-])cc2C(=O)N[C@@H](CO)C(=O)N[C@@H](Cc2ccc(O)cc2)C(=O)N1	2%	?	9%	-2%	-2%	-10%	-5%	-1%	-7%	1%	6%
COc1ccc(NC(=O)C(C)(C)Oc2ccc(Cl)cc2)cn1	-4%	·	-1%	-6%	·	·	·	22%	-9%	0%	·
N=C1/C(=C/c2ccco2)C(=O)N=C2SC(CC(=O)N3CCCC3)=NN12	23%	15%	4%	-2%	0%	1%	-14%	0%	-4%	0%	5%

Record cards (already shown). Screens in order: p53 reactivation	MBNL1 CUG block	uPA generation	NPC1 prom act	FLuc counter	VP16 counter	RORg inh	Rab9 promoter act	BRCA1 expr act	ELG1 genotoxic	MLL CXXC-DNA inh
Shown for CC(C)=CCC/C(C)=C/C=N/NC(=O)c1cccc([N+](=O)[O-])c1 : 1%	12%	1%	3%	6%	1.4µM*	1.6µM*	-1%	2%	-1%	2%
Shown for CCc1ccc(C(C)NC(=O)c2ncn[nH]2)cc1 (stereo not drawn) : 3%	-1%	2%	0%	0%	-6%	6%	4%	-5%	0%	2%
Shown for COc1ccccc1CCNC(=O)CNC(=O)Cc1cccc2ccccc12 : 6%	-1%	0%	-1%	0%	-5%	17%	-3%	0%&-30%	-5%	8%
Shown for CSc1ccccc1NC(=O)c1cnc2sc(C)cn2c1=O : ?	·	-2%	?	5.4µM*	·	·	?	?	3.3µM*	·
Shown for CN=c1scc(-c2ccco2)n1/N=C/c1ccc(O)c(O)c1 : ?	?	-16%	-15%	0.67µM*	0.71µM*	0.089µM*	-25%	0%	?	-1%

Assay outcomes as filed in PubChem.
